# ALOX12 inh: inhibitors of human 12S-lipoxygenase ALOX12; P18054; purified 12hLO, xylenol orange hydroperoxide absorbance; Potency, µM (doses to about 108 µM), for inactives: top-dose activity change, negative = inhibition, actives largely listed as inhibitors; hit rate 1.1% among 580,000; further: potency means the concentration at half of the fitted maximal effect; on the % scale 0 is the no-effect control and ±100 the full control effect
# Target sequence (P18054 whole entry, looked up): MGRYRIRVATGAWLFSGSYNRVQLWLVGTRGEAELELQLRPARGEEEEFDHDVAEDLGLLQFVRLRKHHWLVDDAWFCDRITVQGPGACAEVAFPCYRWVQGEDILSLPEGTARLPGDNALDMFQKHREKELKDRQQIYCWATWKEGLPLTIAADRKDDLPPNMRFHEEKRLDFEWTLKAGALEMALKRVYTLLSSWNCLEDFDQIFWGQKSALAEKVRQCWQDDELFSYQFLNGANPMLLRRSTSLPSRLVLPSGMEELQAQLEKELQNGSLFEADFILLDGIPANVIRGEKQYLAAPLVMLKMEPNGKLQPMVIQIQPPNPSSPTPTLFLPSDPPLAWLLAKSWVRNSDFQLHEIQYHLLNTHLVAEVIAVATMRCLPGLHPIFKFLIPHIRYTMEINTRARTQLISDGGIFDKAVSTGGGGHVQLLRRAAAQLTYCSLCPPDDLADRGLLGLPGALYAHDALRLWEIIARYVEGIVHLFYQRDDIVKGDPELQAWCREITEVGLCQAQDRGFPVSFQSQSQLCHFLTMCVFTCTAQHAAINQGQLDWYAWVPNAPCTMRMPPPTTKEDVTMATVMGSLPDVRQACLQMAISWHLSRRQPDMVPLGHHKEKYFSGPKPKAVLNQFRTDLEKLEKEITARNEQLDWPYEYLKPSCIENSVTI
#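 Hydroperoxide product was detected by ferrous iron/xylenol orange as the 573 to 405 nm absorbance ratio. Arachidonic acid at 40 uM (final) was turned over for 30 min at room temperature by 150 nM human 12hLO, pH 7.0 Hepes buffer, after 15 min compound preincubation.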
# PI4K2A inh: PI4K2A (human) kinase inhibition | Q9BTU6 | AID 1346378 | purified PI4K2A, ADP-Glo luminescence, 1 h; hits give low values | hit rate 0.13% among 420,000 | activity change, negative = inhibition, % at 76.9 µM; in the data active means activity change below about -50%; inconclusive means mostly about -30% to -49%;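 further: -100% = wells without enzyme as full effect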
#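 In this quantitative HTS, ADP production by PI4K2A was quantified luminescently after 1 h at ambient temperature; 100 microM adenosine served as plate-quality control.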
# JMJD2A Tudor inh: JMJD2A Tudor domain (human) inhibition | AID 504339 | Potency, µM (titrated, usually from 114 µM), inactives show at the highest dose activity change, negative = inhibition, usual class: inhibitors | hit rate 4.4% among 390,000 | AlphaScreen JMJD2A-Tudor / H3K4me3 peptide binding | O75164; further: potency means the concentration at half of the fitted maximal effect; on the % scale 0 is the no-effect control and ±100 the full control effect; nearly all actives have a fitted effect of over 50% in size
# BAZ2B inh: BAZ2B (human) inhibition | AlphaScreen BAZ2B-H3K14Ac peptide displacement | Q9UIF8 | hit rate 4.4% among 360,000 | Potency, µM (highest dose often 114 µM), for inactives: at the highest dose activity change, negative = inhibition, actives largely listed as inhibitors | AID 504333; further: potency means the concentration at half of the fitted maximal effect; on the % scale 0 is the no-effect control and ±100 the full control effect; nearly all actives have a fitted effect of over 60% in size
#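 AlphaScreen luminescence quantifies BAZ2B engagement of H3K14Ac peptide; the protein and biotinylated peptide are both at 50 nM final, buffer PBS pH 7.4 with 0.01% Tween-20, all steps at room temperature.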
# HP1b chromo inh: HP1-beta chromodomain-methylated histone interaction inhibition. P83916. AlphaScreen HP1-beta / biotin-H3K9me3 peptide binding. Potency, µM (series often up to 114 µM), for inactives: at the highest dose activity change, negative = inhibition, usual class: inhibitors. hit rate 0.56% among 390,000; further: potency means the concentration at half of the fitted maximal effect; nearly all actives have a fitted effect of over 70% in size; inactives centre near 23
# Target sequence (P83916 whole entry, looked up): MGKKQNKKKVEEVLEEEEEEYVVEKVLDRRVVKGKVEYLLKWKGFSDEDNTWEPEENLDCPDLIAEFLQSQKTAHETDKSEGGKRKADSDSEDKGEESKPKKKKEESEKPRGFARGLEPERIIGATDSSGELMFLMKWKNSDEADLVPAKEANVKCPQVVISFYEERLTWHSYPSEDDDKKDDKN
#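 AlphaScreen: HP1-beta (50 nM) preformed 30 min with biotin-H3(1-18)K9me3 peptide (50 nM) in PBS pH 7.4, 0.01% Tween-20. Compound added for 30 min at RT, then streptavidin donor/nickel chelate acceptor beads (10 ug/mL) for 30 min.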
# GLS inh: glutaminase GLS (human) inhibition. AID 624170. hit rate 0.21% among 410,000. Potency, µM (top dose mostly 45.5 µM), for the others: at the highest dose activity change, negative = inhibition, most hits filed as inhibitors. O94925. GLS enzymatic activity, qHTS titration; further: potency means the concentration at half of the fitted maximal effect; on the % scale 0 is the no-effect control and ±100 the full control effect
#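 hKGA; 45 mM KH2PO4 pH 8.2 + 0.02% Tween-20; cpd via pin tool; 1 mM Gln soln; GluOx/HRP/Amplex Red; RT 30 min; fluor. t0 & final.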
# RGS4 inhibitor: human RGS4 inhibition; P49798; Transcreener GDP fluorescence polarization, RGS4-accelerated GTP hydrolysis; Potency, µM (series often up to 114 µM), for inactives: top-dose activity change, negative = inhibition, actives largely listed as inhibitors; hit rate 0.039% among 390,000; further: potency means the concentration at half of the fitted maximal effect; on the % scale 0 is the no-effect control and ±100 the full control effect; nearly all actives have a fitted effect of over 75% in size; some results filed as inactive show a strong effect at the top dose
# Target sequence (P49798 whole entry, looked up): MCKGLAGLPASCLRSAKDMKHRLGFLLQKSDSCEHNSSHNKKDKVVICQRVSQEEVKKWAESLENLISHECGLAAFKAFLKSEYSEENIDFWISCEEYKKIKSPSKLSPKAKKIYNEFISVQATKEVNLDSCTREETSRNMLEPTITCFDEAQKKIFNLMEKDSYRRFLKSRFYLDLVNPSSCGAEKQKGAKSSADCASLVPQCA
#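 MLSMR compounds (23 nl, pin-transferred) preincubated 10 min at room temperature with a 500nM (2x) first reagent, then RGS4 at 900nM (2x) plus Transcreener GDP mix added; fluorescence polarization (620/688 nm) read before and after 90 min at 30 °C.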
# ERG Ets-DNA blk: blocks human ERG Ets domain binding to DNA; fluorescence polarization, His-ERG Ets domain / labelled DNA; Potency, µM (doses to about 76.9 µM), inactives show at the top dose FP activity, negative = inhibition, actives largely listed as inhibitors; hit rate 0.028% among 370,000; AID 624246; active means well fitted inhibition curve with a large enough effect in the polarisation, with a control signal flat; inconclusive means small, poorly fitted or top-dose-only effect, or effect the other way, or a change in a side signal; inactive means no such curve, though single readings can be large or run the other way; the % refers to the polarisation;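 further: polarization taken with two DNA probes labelled with fluorescein and Texas red; potency means the concentration at half of the fitted maximal effect; % of control where 0% means no effect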
#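 His-tagged ERG Ets domain (1 uM in the protein solution; 300mM KCl, 50mM Tris-HCl, 1mM EDTA, 1mM DTT, pH 7.5) received compound, then a probe mix of 5 nM fluorescein-DNA and 100nM Texas-615-DNA. Fluorescence polarization was read for both dyes.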
# G9a block: blocks human histone lysine methyltransferase G9a; Q96KQ7; G9a H3K9 monomethylation, AlphaScreen, 2 h; Potency, µM (top dose mostly 102 µM), for inactives: at the top dose activity, negative = inhibition, actives largely listed as inhibitors; hit rate 8.8% among 350,000; AID 504332; further: potency means the concentration at half of the fitted maximal effect; on the % scale 0 is the no-effect control and ±100 the full control effect; nearly all actives have a fitted effect of over 75% in size
#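 Chemiluminescent proximity detection of H3K9 monomethylation, read after 10 min bead incubation in the dark. Reaction: 20 nM G9a, 500 nM biotin-H3K9 peptide, 20 uM SAM cofactor, 2 h, room temperature, following 15 min enzyme-compound preincubation.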
# Numbers without * were called inactive; ? = inconclusive; · = not tested or not shown; [ ] = remark or other dose. Unless noted, the call rests on the fitted dose curve; in most records, active means well fitted curve in the direction sought with a large enough effect; inconclusive means small, poorly fitted or top-dose-only effect, or another doubt; inactive means no such curve, though single readings can be large; an effect the other way counts as inactive or inconclusive. Only part of the results is shown; rates above refer to the full screens.
SMILES,ALOX12 inh,PI4K2A inh,JMJD2A Tudor inh,BAZ2B inh,HP1b chromo inh,GLS inh,RGS4 inhibitor,ERG Ets-DNA blk,G9a block
COc1ccc(-c2nc(CSCC(=O)NCCCN3CCCC3=O)c(C)o2)cc1,-2%,-1,3%,2%,36%,4%,18%[11.4 µM],-5%,-1%
Cc1cnn(C(=S)NCCc2ccccc2)c1,12%,58,57%[activator],152%[activator],151%,-3%,?,1%,53%[activator][12.7 µM]
O=C(CCNc1ccccc1)c1ccc2c(c1)OCO2,-20%,0,-19%,?,25%,16%,-48%,5%,?
CCCC1=Nc2cc(C(=O)NCC(C)c3ccccc3)ccc2Sc2ccccc21 (stereo not drawn),-4%,0,-1%,-2%,19%,3%,11%,-1%,4%[59 µM]
O=C(c1ccco1)N(Cc1cccc(F)c1)C1CCS(=O)(=O)C1 (stereo not drawn),-3%,-2,-13%,56µM*,23%,3%,14%,-2%,-9%
CC(C)(C)NC(=O)C(c1cccs1)N(CC1CCCO1)C(=O)Cn1nnc(-c2cccs2)n1 (stereo not drawn),-4%,2,-26%,-1%,22%,-4%,8%,6%,-8%
COCc1nnc(NC(=O)c2ccc(S(=O)(=O)N3CCCC3)cc2)o1,-3%,-1,13µM*,20µM*,29%,-12%,-25%,-16%,3%
CCn1nc(C)c([N+](=O)[O-])c1C(=O)NNC(=O)c1ccccc1Cl,0%,-2,-1%,-5%,17%,7%,-11%,-3%,-32%
CC1(C(=O)OCC(=O)N2c3ccccc3Sc3ccccc32)CC1(Cl)Cl (stereo not drawn),5%,-5,-7%,3%,44%[activator],8%,4%,3%,19%[59 µM]
COc1nc(N/N=C/c2cc3c(cc2Br)OCO3)nc(N2CCOCC2)n1,0%,0,-15%,0%,25%,1%,-3%,9%,5%
O=C(c1ccc(N2CCN(CCO)CC2)nc1)N1CCOCC1,-2%,-6,-5%,5%,33%,27%,36%,-2%,11%[59 µM]
CC(=O)N(C)c1ccc(NC(=O)c2ccco2)cc1,0%,-3,-13%,3%,61%[activator],2%,-10%,-10%,?

# Compound profiles (already shown). Order of values: ALOX12 inh	PI4K2A inh	JMJD2A Tudor inh	BAZ2B inh	HP1b chromo inh	GLS inh	RGS4 inhibitor	ERG Ets-DNA blk	G9a block
# Listed for O=C(c1ccc(N2CCN(CCO)CC2)nc1)N1CCOCC1 → -2%	-6	-5%	5%	33%	27%	36%	-2%	11%[59 µM]
# Listed for COCc1nnc(NC(=O)c2ccc(S(=O)(=O)N3CCCC3)cc2)o1 → -3%	-1	13µM*	20µM*	29%	-12%	-25%	-16%	3%

# (list continues)
SMILES,ALOX12 inh,PI4K2A inh,JMJD2A Tudor inh,BAZ2B inh,HP1b chromo inh,GLS inh,RGS4 inhibitor,ERG Ets-DNA blk,G9a block
O=C(Oc1cc(=O)oc2ccccc12)c1cccnc1Cl,-8%,6,-2%,15%,42%[activator],17%,9%,-2%,-19%[59 µM]
CC(C)n1c(=O)[nH][nH]c1=S,35µM*,-14,8.9µM*,50µM*,13µM*,?,?,-3%,0.89µM*
O=C(Nc1cccnc1)c1ccc(COCC(F)(F)F)cc1,10%,2,-9%,-1%,36%,-2%,11%,-1%,8%[59 µM]
CCN1Cc2c(/C=C/c3ccccc3)nc3ccc(OC)cc3c2N(c2cccc(Cl)c2)C1,?,2,-26%,?,36%,-13%,1%,9%,13µM*
O=C(O)COc1ccc2c(-c3ccccc3)cc(=O)oc2c1,0%,3,-15%,-33%,27%,-14%,-25%,-10%,-33%[12.7 µM]
O=[N+]([O-])c1cccc(-c2nnc3ccc4ccccc4n23)c1,-1%,-4,?,?,-17%,-12%,-25%,-11%,14µM*
COc1ccc(OC)c2sc(N3CCN(C(=O)C4CC4)CC3)nc12,-26%,-4,-13%,-17%,?,0%,21%,1%,3%[59 µM]
CCCCc1nc2sc3c(=O)[nH]cnc3c2c2c1CCCC2,-1%,2,-6%,3%,21%,7%,-18%,7%,·
O=C(NCc1ccco1)C(C(=O)c1ccccc1)n1ccccc1=O (stereo not drawn),0%,-5,-16%,0%,14%,-5%,17%,1%,-21%
Cc1ccc(S(=O)(=O)CCC(=O)OCC(=O)Nc2cc(S(=O)(=O)N3CCOCC3)ccc2C)cc1,-12%,-2,-1%,-2%,26%,4%,1%,17%,?
COc1cc([N+](=O)[O-])ccc1NC(=O)/C=C/C(=O)O,-11%,2,-16%,6%,14%,3%,-2%,6%,50µM*
COc1ccc([C@H]2CC(=O)C=C(c3cccc4c3Oc3ccccc3S4)C2)cc1,1%,4,-21%,6%,30%,-2%,10%,-3%,9%[0.501 µM]
Cc1cccc(NC(=S)N2CCC(O)CC2)c1C,6%,-15,-10%,-33%,31%,5%,-22%,1%,-21%
Cc1ccccc1NC(=O)CCN1CCc2ccccc2C1,-1%,3,-11%,15%,24%,-10%,-30%,-5%,·
N#CCSc1nnc(-c2ccccc2O)n1CCc1ccccc1,?,-4,-22%,-37%,32%,17%,-17%,-7%,16%[12.7 µM]
COc1ccc(NC(=O)c2ccc(Cl)nc2)cc1S(=O)(=O)N1CCOCC1,419%[activator],2,-4%,-1%,24%,-6%,1%,1%,-20%[12.7 µM]
COc1ccccc1/C=C/C(=O)c1cc(Br)ccc1OC(=O)c1ccco1,?,37,56µM*,·,-30%,7%,?,-10%,·
CC(C)C1CC(c2csc(N)n2)CCO1 (stereo not drawn),394%[activator],-7,-19%,-7%,20%,22%,2%,0%,-41%[59 µM]
COc1ccc(C(NC(=O)/C=C/c2ccco2)c2ccc(OC)c(OC)c2)cc1OC,?,-5,-26%,?,-12%,-10%,?,12%,8.9µM*
O=C(NCc1ccccc1F)c1ccc(S(=O)(=O)NCc2ccco2)cc1,?,5,-14%,-4%,11%,5%,-2%,19%,-3%
CCOC(=O)C1CCCN(Cc2cc(=O)oc3cc(C)ccc23)C1 (stereo not drawn),-19%,1,-18%,2%,10%,4%,-15%,-2%,7%
Cc1cc(C(=O)NCc2cccnc2)n(-c2ccccc2)n1,7%,-1,-1%,10%,43%[activator],-1%,-8%,53%[activator],-22%[59 µM]
CN(C)/C=C/C(=O)c1ccc(Br)s1,40µM*,1,-16%,-23%,18%,0%,4%,-14%,22%[12.7 µM]
C/C(=N\NC(=O)c1ccc(Cl)cc1)c1cccnc1,-1%,-2,-20%,-1%,-18%,-8%,-6%,0%,7%
COc1cccc(OCc2cc(C(=O)N(C)Cc3nc4ccccc4[nH]3)no2)c1,-5%,-2,?,-28%,31%,3%,6%,11%,-8%
Cc1cc(C)cc(NC(=O)Cn2nnc3ccccc3c2=O)c1,3%,2,-5%,·,45%[activator],2%,29%,0%,-29%
C=CCCC(=O)Nc1nc(C)c(-c2csc(Nc3ccc(Cl)cc3Cl)n2)s1,?,1,?,?,?,3%,-37%,11%,7.1µM*
CSc1sc(C(=O)NCC2CC2)c2c1S(=O)(=O)N(C)c1ccccc1-2,301%[activator],1,-7%,0%,25%,0%,-9%,10%,19%
Cc1ccc(NC(=O)c2ccc3c(c2)C(=O)N(CC2CCCO2)C3=O)cc1C (stereo not drawn),-2%,-15,-15%,-4%,-14%,-4%,4%,0%,6%
Cc1ccccc1C(=O)N1CCN(CCNC(=O)C(=O)Nc2ccc(Br)cc2)CC1,-6%,3,-4%,-10%,8%,6%,-3%,-7%,·
N=c1ccn(Cc2ccccc2Cl)cc1,-1%,-12,15%,-15%,18%,-5%,-12%,-1%,?
O=C(CSc1nnc2c(n1)[nH]c1ccc(F)cc12)NC1CC1,-2%,15,-3%,-2%,2%,10%,2%,3%,13%[59 µM]
CCOc1ccc(CNC(=O)CCCn2nc(CC)n3c(cc4occc43)c2=O)cc1,-26%,5,-22%,-33%[57.1 µM],3%[57 µM],3%,5%,-3%,?
O=CN1CCN(C(=O)CN2C(=O)c3ccccc3C2=O)CC1,9%,1,-1%,8%,18%,3%,11%,3%,2%[12.7 µM]
CC(C)NC(=O)CN1CCC(O)(c2ccccc2)CC1,20%,3,-12%,8%,29%,0%,14%,·,-8%[59 µM]
COc1ccc(CCNC(=O)CCC(=O)Nc2nnc(C(C)C)s2)cc1OC,12%,6,-11%,6%,39%,0%,-5%,-1%,19%[59 µM]
Cc1ccc(S(=O)(=O)N2CCN(C(=O)CN3CCN(c4ccc(O)cc4)CC3)CC2)cc1,?,-17,45µM*,·,?,6%,-30%,-7%,·
C=CCc1cccc(/C=N/NC(=O)C(C)Nc2ccc(C)cc2)c1O (stereo not drawn),-15%,2,-20%,-3%,5%,14%,22%,3%,5%[59 µM]
Cc1nn(CC(=O)NCCc2ccccc2)c(=O)c2cc3occc3n12,1%,0,-9%,-8%,47%[activator],0%,25%[11.4 µM],-8%,·
COc1ccc(NC(=O)c2c(NC(=O)COc3ccccc3)sc3c2CCC(C(C)(C)C)C3)cc1 (stereo not drawn),-24%,3,-14%,1%,6%,-15%,1%,0%,-35%[59 µM]
CN(C)c1oc(-c2ccco2)nc1C#N,2%,-2,-14%,-4%,25%,-7%,-20%,-3%,5%[59 µM]
CC(=O)c1ccc(NC(=O)CSc2ccc(-c3ccc4c(c3)OCO4)nn2)cc1,-16%,0,?,1%,10%,-3%,-15%,-6%,-3%
O=C(Nc1ccccc1C(=O)N1CCCCCC1)c1ccccc1Cl,-13%,0,-11%,-10%,3%,10%,18%,-3%,17%[59 µM]

# Source: PubChem (National Center for Advancing Translational Sciences (NCATS))
